Screening results as filed in PubChem BioAssay.
SENP7 inh – inhibitors of human SENP7 protease; Q9BQF6; recombinant SENP7, Z-RLRGG-aminoluciferin luminescence, 40 min; inhibition, % at 5 µM; 1.5% of 330,000 active;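 active = inhibition above about 50% at the single test dose, limit read from the data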;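 also: plate controls were DMSO with enzyme for no effect and no enzyme buffer wells for full effect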
Jurkat NFkB inh – inhibitors of the PMA/ionomycin-induced NF-kB reporter in Jurkat cells; PMA/ionomycin-induced NF-kB luciferase reporter, luminescence; inhibition, % at 4 µM; 0.53% of 330,000 active; AID 435003
UBC13 inh – blocks human UBC13 polyubiquitin chain formation. TR-FRET. inhibition, % at 20 µM. 0.47% of 330,000 active. AID 485273; in the data active = inhibition above about 45%, passing the limit was not always enough
SENP8 inh – SENP8 protease inhibition. Q96LD8. inhibition, % at 10 µM. purified SENP8, Z-RLRGG-aminoluciferin cleavage, luminescence. 1.2% of 330,000 active. AID 2540
697 NFkB inh – lowers PMA/ionomycin-induced NF-kB signal in 697 B cells. 697 B-cell NF-kB luciferase reporter, 16 h. inhibition, % at 4 µM. 0.33% of 330,000 active; in the data active = inhibition above about 35%
HKDC1 inh – inhibitors of human hexokinase HKDC1; inhibition, % at 20 µM; 0.16% of 340,000 active; Q2TB90; recombinant HKDC1, G6PDH/diaphorase resazurin coupled fluorescence; AID 493160;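 active = inhibition above about 35% when tested at 20 µM, limit read from the data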;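 also: plate controls were DMSO wells with enzyme for no effect and DMSO wells lacking enzyme for full effect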
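Incubation: 90 min at room temperature in dark / Material: recombinant HKDC1 (HK5) hexokinase enzyme, produced in-house / Quantity: enzyme 5 µg/mL final / Compound: one dose of 20 µM, 1% DMSO / Reagent: glucose and ATP substrates / Buffer or medium: Tris pH 8.0 buffer with MgCl2, Tween-20, BSA, BME / Technique: resorufin fluorescence at 613 nm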
Gli-Sufu antag – blocks Gli-Sufu signaling in a luciferase reporter; Sufu-KO-LIGHT fibroblasts, Gli luciferase reporter luminescence; inhibition, % at 5 µM; 0.74% of 340,000 active; AID 588413;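 active = inhibition above about 55%, limit read from the data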;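 also: 0% = DMSO-treated cells and 100% = wells with medium but no cells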
Apaf1 inhib – blocks human Apaf-1 apoptosome activity. inhibition, % at 20 µM. O14727. 0.71% of 330,000 active. reconstituted apoptosome caspase-3 activity, DEVD-Rh110 fluorescence; active = inhibition of at least 40% at 20 µM;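 also: plate controls were DMSO wells for no effect and DEVD-CHO caspase inhibitor wells for full effect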
Target sequence (O14727 whole entry, looked up): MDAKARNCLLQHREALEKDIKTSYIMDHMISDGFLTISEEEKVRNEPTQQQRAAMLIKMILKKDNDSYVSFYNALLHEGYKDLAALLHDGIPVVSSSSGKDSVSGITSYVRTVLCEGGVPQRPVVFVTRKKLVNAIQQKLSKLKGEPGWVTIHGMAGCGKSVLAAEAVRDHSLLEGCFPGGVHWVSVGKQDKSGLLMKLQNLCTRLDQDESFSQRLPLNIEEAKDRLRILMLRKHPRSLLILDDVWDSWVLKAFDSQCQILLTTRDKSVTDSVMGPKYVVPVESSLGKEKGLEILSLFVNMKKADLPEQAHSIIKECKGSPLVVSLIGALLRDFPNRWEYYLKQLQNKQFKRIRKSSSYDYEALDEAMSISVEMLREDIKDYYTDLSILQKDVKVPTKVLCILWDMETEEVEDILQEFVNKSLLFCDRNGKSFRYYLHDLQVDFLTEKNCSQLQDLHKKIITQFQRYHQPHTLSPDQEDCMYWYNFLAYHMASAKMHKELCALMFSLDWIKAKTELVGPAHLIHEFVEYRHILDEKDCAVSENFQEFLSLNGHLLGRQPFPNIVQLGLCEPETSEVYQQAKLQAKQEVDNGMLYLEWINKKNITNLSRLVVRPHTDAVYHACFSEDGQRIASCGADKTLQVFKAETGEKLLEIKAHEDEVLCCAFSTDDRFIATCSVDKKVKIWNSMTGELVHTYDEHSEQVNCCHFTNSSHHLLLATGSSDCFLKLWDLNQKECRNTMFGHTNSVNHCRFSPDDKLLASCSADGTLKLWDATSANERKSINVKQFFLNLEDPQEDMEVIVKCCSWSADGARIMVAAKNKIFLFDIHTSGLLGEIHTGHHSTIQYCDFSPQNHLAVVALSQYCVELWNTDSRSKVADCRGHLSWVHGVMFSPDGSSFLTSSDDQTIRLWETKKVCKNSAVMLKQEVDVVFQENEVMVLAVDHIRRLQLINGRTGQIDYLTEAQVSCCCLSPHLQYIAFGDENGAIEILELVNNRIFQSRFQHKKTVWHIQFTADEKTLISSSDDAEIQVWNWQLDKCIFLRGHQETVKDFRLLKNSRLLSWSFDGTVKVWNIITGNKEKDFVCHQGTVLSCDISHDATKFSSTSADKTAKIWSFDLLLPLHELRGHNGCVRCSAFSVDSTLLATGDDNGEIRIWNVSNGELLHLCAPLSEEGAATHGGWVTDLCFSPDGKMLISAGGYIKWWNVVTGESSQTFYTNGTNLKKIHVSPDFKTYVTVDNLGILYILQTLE
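detection = Rh110 fluorescence intensity | test system = biochemical Apaf-1 apoptosome reconstitution | also added = cytochrome c and DEVD-Rh110 substrate | schedule = 30 min plus 50 min, RT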
* = called active by the depositor. Rule as the data show it, unless noted: active = inhibition above about 50%; inactive = the rest.

SMILES	SENP7 inh	Jurkat NFkB inh	UBC13 inh	SENP8 inh	697 NFkB inh	HKDC1 inh	Gli-Sufu antag	Apaf1 inhib
Clc1ccc(-n2ncc3c(NCCN4CCOCC4)ncnc32)cc1	9	-19	-8	-4	-45	-4	54	-2
COc1cccc(-n2c(SCC(=O)Nc3cc(C)on3)nc3ccccc3c2=O)c1	1	-7	-1	5	14	-9	7	-22
CCC(Sc1nc2ccsc2c(=O)n1-c1ccc(Cl)c(C)c1)C(=O)NCc1ccco1 (stereo not given)	2	14	6	5	1	5	7	3
COc1cccc(-c2csc(NC(=O)Nc3ccccc3)n2)c1	2	-41	6	-13	-26	0	-19	22
CC(C)Sc1nnc(-c2c[nH]c3ccccc23)n1C	4	-46	8	1	-35	-3	-26	-2
COc1ccc(-c2cc(C(=O)Nc3cccc(C(C)=O)c3)no2)cc1	-7	-42	2	-3	-10	-9	-46	3
COc1ccc(C)cc1S(=O)(=O)n1ccnc1C	6	-4	2	-4	11	-2	15	15
O=C(Nc1ccccc1C(=O)OCc1nnc(-c2ccccc2)o1)c1ccco1	5	-15	6	-9	-1	2	-1	18
CCc1ccc(CNC(=O)C(=O)NCC2CCCO2)cc1 (stereo not given)	-2	8	7	5	25	-5	24	-16
CC1CCCN(CCCNS(=O)(=O)c2ccc3c(c2)CCN3C(=O)C2CC2)C1 (stereo not given)	4	-17	-1	-6	5	-2	26	2
CCOC(=O)N1CCN(C(=O)CCc2ccc(S(=O)(=O)NC(C)(C)C)cc2)CC1	-12	-12	-7	-6	-20	-3	-5	-1
O=C(NCc1ccncc1)C(=O)NCC(c1ccco1)N1CCN(c2ccccc2)CC1 (stereo not given)	0	-10	-9	-6	6	0	-1	-4
COCCCN(C(=S)Nc1cc(Cl)cc(Cl)c1)C(C)c1ccncc1 (stereo not given)	2	13	-39	1	29	6	-7	2
CC1(C)Cc2c(sc3ncn4nc(-c5ccco5)nc4c23)CO1	8	19	10	0	23	0	2	3
CCOc1ccc(N(CC(=O)Nc2ccccc2Cl)S(C)(=O)=O)cc1	2	30	-3	-5	-14	3	-27	-10
O=C1CSc2ccc(C(=O)O)cc2N1	2	-10	3	4	10	0	1	-7
CSCC[C@H](NC(=O)CC(C)(C)C)c1nc2ccccc2[nH]1	3	4	12	-3	18	-9	-6	-13
COc1ccc(/C=C/C2=NNC(=O)CC2)cc1	8	-36	-16	-10	-42	-13	-24	0
COc1ccc(OC)c(-n2nnnc2SCC(=O)Nc2ccccc2N2CCOCC2)c1	-1	-6	10	-7	3	-5	-7	-8
CCOC(=O)c1sc(N)c(C#N)c1CSc1nc2ccc(C)cc2[nH]1	-13	3	5	-2	3	9	5	1
COc1ccc(C/C(N)=N/n2cnnc2)cc1	8	9	1	3	10	-11	0	-27
O=C(C1=NN[C@@H]2C(=O)N(c3cccc(C(F)(F)F)c3)C(=O)[C@H]12)c1cnccn1	5	5	-1	-8	-5	0	-6	-3
CC(=O)c1ccc(S(=O)(=O)N2CCN(c3ccccc3F)CC2)cc1	9	24	2	10	-3	0	11	-4
CC1CN(CCC(=O)Nc2ccc3c(c2)CCC3)CC(C)O1 (stereo not given)	2	2	-3	-1	4	-7	0	-85
Cn1c(=O)c2c(ncn2CC(=O)N/N=C/C(Cl)=C/c2ccccc2)n(C)c1=O	3	2	-5	10	-1	-6	9	5

3 compounds already listed, ordered by the number in HKDC1 inh, lowest first:
smiles | SENP7 inh | Jurkat NFkB inh | UBC13 inh | 697 NFkB inh | HKDC1 inh
CC(=O)c1ccc(S(=O)(=O)N2CCN(c3ccccc3F)CC2)cc1 | 9 | 24 | 2 | -3 | 0
O=C(Nc1ccccc1C(=O)OCc1nnc(-c2ccccc2)o1)c1ccco1 | 5 | -15 | 6 | -1 | 2
CCC(Sc1nc2ccsc2c(=O)n1-c1ccc(Cl)c(C)c1)C(=O)NCc1ccco1 (stereo not given) | 2 | 14 | 6 | 1 | 5

Sorted by count of non-hydrogen atoms (lowest first): some entries from above.
SMILES	SENP7 inh	Jurkat NFkB inh	UBC13 inh	SENP8 inh	697 NFkB inh	HKDC1 inh	Gli-Sufu antag	Apaf1 inhib
CC1(C)Cc2c(sc3ncn4nc(-c5ccco5)nc4c23)CO1	8	19	10	0	23	0	2	3
CC1CCCN(CCCNS(=O)(=O)c2ccc3c(c2)CCN3C(=O)C2CC2)C1 (stereo not given)	4	-17	-1	-6	5	-2	26	2
COc1cccc(-n2c(SCC(=O)Nc3cc(C)on3)nc3ccccc3c2=O)c1	1	-7	-1	5	14	-9	7	-22

Continuation.
SMILES	SENP7 inh	Jurkat NFkB inh	UBC13 inh	SENP8 inh	697 NFkB inh	HKDC1 inh	Gli-Sufu antag	Apaf1 inhib
CCOC(=O)CN1CCC(c2cc(-c3ccc(Cl)cc3)n[nH]2)CC1	-3	-12	3	-13	-19	2	42	18
COc1ccc(-c2nc3c(c(SCC(=O)Nc4cccc(O)c4)n2)Cc2c(CO)cnc(C)c2O3)cc1	-5	1	-6	18	10	4	35	-2
CCOc1ccc(N2C(=O)CC(C(C)c3ccccc3)C2=O)cc1 (stereo not given)	1	-2	-4	-2	-15	-1	-6	-2
Cc1nn(CC(=O)Nc2sc3c(c2C#N)CCC(C(C)(C)C)C3)c(C)c1[N+](=O)[O-] (stereo not given)	6	1	-1	1	0	0	7	13
C=CCn1c(=S)[nH]c2ccccc2c1=O	-5	-7	2	-1	7	3	11	-8
Cc1ccc(NC(=O)COC(=O)C2CC2)c(Br)c1	10	-4	-2	-6	-3	-16	-4	1
CCn1cc(C(=O)N2CC(C)CC(C)C2)c(=O)c2cc(S(=O)(=O)N(C)C)ccc21 (stereo not given)	-7	-1	-4	0	-13	-7	-1	-1
O=C(NCc1ccc2c(c1)OCO2)c1cc(-c2ccccc2Cl)on1	7	1	0	-15	19	-3	34	9
O=C(O)COc1ccc(/C=N/NC(=O)C(O)(c2ccccc2)c2ccccc2)cc1	3	4	-1	0	9	2	24	1
CC1(C)CC(=O)C2=C(C1)OC(N)=C(C#N)C2c1ccoc1 (stereo not given)	5	1	4	7	11	-2	-11	-7
CCOC(=O)C1(CCCc2ccccc2)CCN(C(=O)c2ocnc2C)CC1	3	-11	-2	4	-8	-4	5	12
COc1ccc(NC(=O)Nc2cccc3c2O[C@H](CN(C)C(=O)Nc2ccc(OC)cc2)[C@@H](C)CN([C@H](C)CO)C3=O)cc1	-2	4	13	4	12	-2	-9	5
CCCCCCCCCCS(=O)(=O)N/N=C/c1ccc(O)cc1	3	13	3	1	12	-8	-14	6
CC(=O)N1c2ccc(S(=O)(=O)N3CCC(C(=O)NC4CCC(C)CC4)CC3)cc2CC1C (stereo not given)	9	18	-6	-2	-21	-1	5	4
O=C(Cn1cnc2c(OCc3ccccc3)ncnc21)NCc1ccc2[nH]ccc2c1	-5	-13	3	-20	-5	1	-15	18
COc1ccc(C(=O)C[n+]2ccc(N(C)C)cc2)cc1	4	19	6	2	-15	4	11	-13
Cn1nnnc1NCc1ccccc1F	-2	-7	-5	-7	-14	-4	4	0
CCN1CCCC1CNC(=O)c1cc(OC)c(OC)c(OC)c1 (stereo not given)	-11	-1	-16	-7	4	1	-2	-1
COC(=O)c1sccc1NC(=O)CSc1ccccc1NS(=O)(=O)c1ccccc1Cl	-5	0	4	5	-8	6	3	14
CC(C)c1ccc(S(=O)(=O)N2CCN(C(=O)CN3C(=O)NC4(CCCCC4)C3=O)CC2)cc1	-5	3	-3	-7	6	-2	0	12
Cc1cc(C)cc(NC(=O)N2CCCCCCC2)c1	1	5	-10	-5	-4	-14	-3	8
O=C(Nc1ccc(NC(=O)c2ccco2)nc1)c1cccc(F)c1	7	-109	0	3	-45	-1	-83	2
O=C(Nc1cccc(NC(=O)c2ccc([N+](=O)[O-])o2)c1)c1ccco1	17	36	-6	3	11	5	6	4
O=c1c2c(nc3nc(Cc4ccccc4)[nH]n13)CCC2	4	10	-1	1	11	0	-1	-9
Cc1ccc(NC(=O)CCC(=O)OCC(=O)c2ccc(-c3ccccc3)cc2)cc1	2	-2	0	-2	3	10	-2	-8
The results go on.
SMILES	SENP7 inh	Jurkat NFkB inh	UBC13 inh	SENP8 inh	697 NFkB inh	HKDC1 inh	Gli-Sufu antag	Apaf1 inhib
NC(=O)C1CCCN(C(=O)c2ccc(Cl)c(S(=O)(=O)N3CCc4ccccc43)c2)C1 (stereo not given)	-22	5	0	-10	-18	-6	17	13
Cc1ccc(Nc2nc(N)nc(CSc3nc(C)cc(C)n3)n2)cc1	-1	14	4	-12	-30	5	7	0
CCN1C(=O)[C@H]2[C@@H](c3ccc(Cl)cc3)N3C(=O)CN(CCOC)C(=O)[C@@]3(Cc3ccccc3)[C@H]2C1=O	-3	9	-2	2	6	-7	2	-8
CCN(CC)S(=O)(=O)c1ccc(C(=O)Nc2nnc(CSC)o2)cc1	-1	3	-2	7	-4	-9	-3	-3
Cc1cccc(C)c1NC(=O)CN(C)C(=O)CN1C(=O)NC(C)(C)C1=O	2	6	1	3	18	-5	-4	-7
CC(=O)Nc1ccc(C(=O)OCC(=O)N2CCC(Cc3ccccc3)CC2)cc1	-2	-6	11	4	1	-5	1	29
COc1cc(/C=C2\C(=N)N3N=C(C)SC3=NC2=O)cc(Cl)c1OCCOc1ccc(NC(C)=O)cc1	-7	-7	-4	4	-2	15	5	9
O=C(CSc1nc2ccsc2c(=O)n1-c1ccccc1)N1CCCC1	-4	7	-7	-4	27	-9	5	-4
COc1ccc(-n2nnc3c(SCC(=O)c4ccccc4)ncnc32)cc1	26	12	7	21	16	-8	5	-1
Cc1cn(C(=O)c2cccc(Br)c2)c(C)n1	-3	12	2	-1	19	2	-11	1
COc1ccc(OC/C(O)=C(\C#N)c2nc3ccccc3[nH]2)cc1	-10	-9	-8	-13	-18	-2	9	6
COc1ccc(Cl)cc1NS(=O)(=O)c1c(C)[nH]c(C)c1C(=O)N1CCCCC1	2	-1	-4	5	0	0	0	1
Cc1cc(S(=O)(=O)c2ccc([N+](=O)[O-])cn2)ccc1Br	-4	2	-2	-7	-35	23	6	-10
CC1CC(C)CN(C(=O)c2ccc(C#N)cc2)C1 (stereo not given)	-3	6	-16	-6	-2	-6	-3	3
COCCCN1C(=O)c2[nH]nc(-c3ccccc3O)c2C1c1cccc(Cl)c1 (stereo not given)	-2	22	13	-5	-75	5	3	25
Cc1ccc(NC(=O)Cc2ccc(F)cc2)cc1	4	-8	-5	-4	-45	-10	-26	-23
Cc1ccn2cc(C(=O)N3CCN(c4cnn(-c5ccccc5)c(=O)c4Cl)CC3)nc2c1	-3	-7	-7	-18	22	2	-17	11
O=C1CN(C(=O)COC(=O)CCc2ccccc2)c2ccccc2N1	1	9	13	6	6	-2	-1	-4
COc1ccc(N2CCN(C(=O)c3cn(C)c4ccc(S(=O)(=O)N5CCOCC5)cc4c3=O)CC2)cc1	8	11	-12	-1	-10	0	9	-5
COC(=O)CSc1nc2ccccc2nc1SCC(=O)OC	5	11	8	-6	9	-2	-6	-6
COc1ccc(CNC(=O)C2CC=CCC2C(=O)O)cc1OC (stereo not given)	-8	12	5	-4	7	-5	0	-9
COc1cc(C2C(C#N)=C(C)NC3=C2C(=O)CC(C)(C)C3)ccc1O (stereo not given)	0	-15	4	3	22	2	-2	9
COC(=O)CSc1nc2ccccc2n1CC(=O)N(C(C)C)C(C)C	2	-3	13	0	10	-9	-5	-6
CCn1c2ccccc2c2cc(/C=N/NC(=O)c3cccc(C)c3)ccc21	8	40	-8	0	-39	1	2	24
CC(=O)Nc1ccc(NC(=O)COc2cc(C)cc3oc(=O)cc(C)c23)cc1	-1	8	3	-9	29	-9	6	-12
CCOC(=O)C1CCCN(S(=O)(=O)c2cc(Br)cc3c2N(C(C)=O)CC3)C1 (stereo not given)	4	1	-3	3	6	-6	-9	-1
CCOC(=O)CC(NC(=O)c1ccc(C)cc1)c1ccc(C)cc1 (stereo not given)	3	2	3	-1	2	2	0	3
CN(C)N=Nc1ccc(-c2cn(Cc3ccccc3)cn2)cc1	7	-58	-5	-26	-68	-3	-33	17
